EPAC2 agonist = activates human EPAC2 exchange factor | Q8WZA2 | EPAC2 activation, biochemical qHTS; response scale: 100% = 6.5 mM cAMP response | Potency, µM (titrated, usually from 154 µM), for inactives: at the highest dose activation, actives largely listed as activators | actives 0.079% (n = 360,000); also: potency is read from the fitted curve at half-maximal effect; nearly all actives have a fitted effect of over 50% in size
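Fluorescence exchange assay: 100 nM EPAC2 with 250 nM RAP1B-BODIPY-GDP and 50 uM GDP; compounds tested as a concentration-titration series (qHTS). Loss of Rap1-bound BODIPY-GDP fluorescence read at 480/540 nm; data normalized to 6.5 mM cAMP.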
PI5P4Ka inh = PI5P4K alpha (human) kinase inhibition | P48426 | PI5P4Kalpha enzyme, ADP-Glo luminescence, 60 min; active compounds read low | max response, % | actives 1.2% (n = 330,000); active = max response of -50% or lower; inconclusive = between -30% and -50%; inactive = -30% or higher; also: value at the top dose of about 77 µM; % is scaled to controls: 0 for no effect and ±100 for the full control effect
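Single end-point luminescence (ADP-Glo) quantified ADP from PI5P4Kalpha turnover; ATP 5 microM final, 1 h at RT, 0.1% CHAPS and 0.28 mM EGTA in HEPES pH 7.4.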
IL2 activator = activators of IL-2 | AID 652025 | activation, % (series mostly up to about 46 µM) | IL-2 activation reporter assay, cell-based qHTS; stimulated with anti-CD3/CD4/CD28 beads; in transgenic mouse T cells | actives 0.065% (n = 360,000); in the data active = activation above about 50%; inconclusive = mostly about 30% to 49%; also: 0% is about no effect
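Readout: EGFP and DsRed signals by fluorescent plate cytometry. Unstimulated transgenic mouse T cells received compound 60 min before antibody-bead stimulation, then incubated 18 h at 37 degrees C.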
EPAC1 antag = EPAC1 (human) antagonism. O95398. EPAC1 GEF assay, Rap1b-BODIPY-GDP exchange fluorescence. Potency, µM (highest dose often 115 µM), for the others: at the highest dose activity change, negative = inhibition, hits mostly inhibitors. actives 0.14% (n = 360,000);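 also: potency is read from the fitted curve at half-maximal effect; plate controls were vehicle for no effect and positive control for full effect; nearly all actives have a fitted effect of over 50% in size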
CCT modulator = modulators of cytosolic chaperonin (CCT/TRiC) activity; purified chaperonin ATPase assay, HTRF ADP detection, 30 min; activity change, % (no concentration beside the values), hits read low; actives 0.3% (n = 360,000); AID 651819; in the data active = activity change below about -30%; also: % is scaled to controls: 0 for no effect and ±100 for the full control effect
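We incubate TRiC, 40 or 20 nM final, with library compounds at 76 uM and 10 uM ATP for 30 min at 37 °C. ADP formed is detected with Transcreener HTRF reagents after 30 min at room temperature.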
PLK1 PBD block = PLK1 (human) polo-box domain binding inhibition; P53350; Plk1 PBD binding of FITC phosphopeptide, fluorescence polarization; Potency, µM, for the others: max response, negative = inhibition, hits mostly inhibitors; actives 2.8% (n = 360,000); AID 720504; also: potency is read from the fitted curve at half-maximal effect; series mostly up to about 57 µM; % is scaled to controls: 0 for no effect and ±100 for the full control effect; nearly all actives have a fitted effect of over 65% in size
WRN inhibitor = inhibitors of human WRN helicase | Q14191 | WRN helicase unwinding, fluorescent forked duplex, kinetic | Potency, µM (titrated, usually from 114 µM), for the others: top-dose activity change, negative = inhibition, usual class: inhibitors | actives 0.46% (n = 360,000) | AID 651768; also: potency is read from the fitted curve at half-maximal effect; % is scaled to controls: 0 for no effect and ±100 for the full control effect; nearly all actives have a fitted effect of over 55% in size
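Screening of the MLSMR collection measured strand separation of a quenched forked DNA duplex (100 nM) by 20 nM WRN with 2 mM ATP, all final. Compounds were preincubated with enzyme 15 min at room temperature.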
EPAC1 agonist = activates human EPAC1 exchange factor; AID 720707; Potency, µM (titrated, usually from 154 µM), for the others: at the highest dose activation, usual class: activators; EPAC1 agonist qHTS, biochemical assay; response scale: 100% = response to 6.5 mM cAMP; actives 0.073% (n = 360,000); O95398; also: potency is read from the fitted curve at half-maximal effect; nearly all actives have a fitted effect of over 60% in size
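Multi-concentration qHTS readout: loss of Rap1B-bound BODIPY-GDP fluorescence driven by 100 nM EPAC1 with excess GDP (50 uM), monitored kinetically at room temperature; agonist response expressed relative to 6.5 mM cAMP.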
The depositor's hits bear a star; ? = inconclusive; . = no result given; [ ] = dose if it differs, or a comment. Unless noted, calls follow the shape of the dose curve; as a rule, active = well fitted curve in the direction sought with a large enough effect; inconclusive = small, poorly fitted or top-dose-only effect, or another doubt; inactive = no such curve, though single readings can be large; an effect the other way counts as inactive or inconclusive.

Order of values: EPAC2 agonist	IL2 activator	EPAC1 agonist	EPAC1 antag	WRN inhibitor	CCT modulator	PI5P4Ka inh	PLK1 PBD block
CC(C)OCC(O)CSc1ccccn1 (stereo not drawn)
→ 12%	-0.7	2%	2%	5%	-1.9	.	?
Cc1[nH]n(-c2ccc([N+](=O)[O-])cc2)c(=O)c1C=NCCN1CCN(C(=O)c2ccc(F)cc2)CC1
→ 3%	5.2	-3%	2%	5%	0.1	.	3%
FC(F)(F)c1nc2ccccc2nc1N/N=C\c1ccccc1
→ 2%	0.3	3%	-15%	-10%	2.9	9	-6%
CCc1ccccc1NC(=O)Nn1cnnc1
→ 5%	-0.9	-2%	-13%	-4%	-4.0	0	-7%
O=C(/C=C/c1c(F)cccc1Cl)NCc1ccco1
→ 7%	-2.4	3%	0%	-8%	-2.9	0	-10%
COc1cc2c(cc1OC)CN(C(=S)NC(=O)c1ccccc1)CC2
→ -4%	-1.1	-3%	12%	7%[57.1 µM]	-2.6	6	24µM*
CC(=O)Nc1ccc2c3c(cccc13)CC2
→ 9%	-0.9	4%	-1%	-4%	0.3	.	-12%
Cc1cc(C)n(-c2nc(C)nc3sc4c(c23)CCC(C)C4)n1 (stereo not drawn)
→ 3%	-2.4	1%	-1%	-3%[57.1 µM]	0.1	.	-1%
O=CNc1ccc2c3c(cccc13)-c1ccccc1-2
→ 1%	-0.3	-6%	5%	-6%	-3.8	4	-1%
CC(C)=CCSc1nnc([C@@H](NC(=O)OC(C)(C)C)C(C)C)o1
→ 4%	-1.4	-11%	6%	-17%	0.1	.	-15%
CC(OC(=O)c1nsc(Cl)c1Cl)C(=O)NC1CCCCC1 (stereo not drawn)
→ 5%	-0.4	4%	8%	-1%	0.6	2	-4%
CCC(C)N1C(=S)SC(C)(C)C1N(O)C(=O)NC1CCCCC1 (stereo not drawn)
→ 5%	0.7	-9%	2%	-29%	-1.8	-10	-3%
CCOc1ccc(CN2CCSCC2)cc1
→ 11%	-0.1	-2%	1%	-9%	-3.5	-6	10%
C=CCNc1nnc(SCC(=O)N2CCC(C(N)=O)CC2)s1
→ 8%	-3.0	5%	3%	0%	-1.5	2	-5%
CC(C)c1cc(C(=O)OCC(=O)NC(=O)NCc2ccco2)c(O)c(C(C)C)c1
→ -18%	-3.7	-22%	?	-20%	-2.0	4	0%

Single entries from the list:
Entry for `CCC(C)N1C(=S)SC(C)(C)C1N(O)C(=O)NC1CCCCC1` (stereo not drawn) in WRN inhibitor: -29%
Entry for `CC(C)c1cc(C(=O)OCC(=O)NC(=O)NCc2ccco2)c(O)c(C(C)C)c1` in EPAC1 agonist: -22%
Entry for `CC(=O)Nc1ccc2c3c(cccc13)CC2` in EPAC2 agonist: 9%

(list continues)
Order of values: EPAC2 agonist	IL2 activator	EPAC1 agonist	EPAC1 antag	WRN inhibitor	CCT modulator	PI5P4Ka inh	PLK1 PBD block
CCSc1nc2c(c(=O)[nH]1)C(c1cccnc1)C(C(=O)OC)=C(C)N2 (stereo not drawn)
→ 3%	1.0	-3%	0%	-2%	-0.5	-1	3%
O=C(Cn1ncc2c([nH]c3ccccc32)c1=O)Nc1cccnc1
→ 7%	1.0	5%	-12%	5%	-2.1	4	-3%
O=C(/C=C\c1ccco1)Oc1cccc2cccnc12
→ 0%	-5.3	7%	-24%	-16%	2.6	-6	-12%
Cc1cc(O)c(N)c(C)c1Cl
→ 5%	0.8	5%	-10%	-1%[57.1 µM]	-2.2	-3	?
COc1ccc(N2CC(O)=C(c3nc(-c4ccccc4)cs3)C2=N)cc1
→ 4%	-4.3	-12%	-7%	-2%	-3.4	-53*	13µM*
Cc1nc(N2CCN(S(=O)(=O)c3ccc(F)cc3)CC2)c2c(-c3cccs3)csc2n1
→ 12%	-0.7	9%	-17%	-2%	4.1	11	-6%
COC(=O)C1=C(C)NC2=C(C(=O)CCC2)C1c1ccc(-c2ccsc2C(=O)OC)o1 (stereo not drawn)
→ 0%	-0.1	-7%	-20%	-3%	-1.0	1	-3%
CC(NC(=O)CN(C)S(=O)(=O)c1cccc2nsnc12)c1ccccc1 (stereo not drawn)
→ 1%	-2.2	-2%	15%	-4%	-0.4	-5	-1%
Cc1cccc(NC(=S)NC(=O)Cc2ccccc2)c1C
→ 6%	0.4	5%	-19%	0%	-0.5	-1	-19%
N[C@H]1CONC1=O
→ 7%	0.0	-12%	-2%	3%	2.4	1	-14%
COc1cc(OC)c(C(=O)NNC(=O)c2ccc(NS(=O)(=O)c3cccs3)cc2)cc1OC
→ -4%	-3.7	3%	1%	4%	-2.2	-10	1%
CC1CCN(c2ccccc2NC(=O)c2cc3ccccc3o2)CC1
→ 13%	-1.9	2%	-11%	-28%	-0.6	24	-9%
CN(C)S(=O)(=O)c1cccc(NC(=O)c2ccc(Sc3nncn3C)c([N+](=O)[O-])c2)c1
→ 6%	0.1	5%	-6%	-10%	-4.9	2	-4%
Cc1ccc(NC(=O)CCc2nc3ccccc3s2)c(O)c1
→ 10%	-2.5	1%	4%	0%	-0.6	0	-19%
Cc1cc(C)nc(NC(=O)c2ccc(Br)cc2)n1
→ 2%	0.1	-1%	-2%	4%	-5.3	-1	3%
O=C(CSCC(=O)Nc1nccs1)Nc1ccccc1
→ -7%	-0.2	4%	9%	2%	-1.3	-1	-19%
Cc1ccc(S(=O)(=O)Nc2ccccc2)cc1C(=O)N1CCCC1
→ 9%	1.8	-1%	12%	-9%	-1.1	0	4%
COc1cccc(NC(=O)CN(C)C(=O)Cc2cccc3ccccc23)c1
→ 7%	-0.3	5%	-2%	0%	-2.6	4	2%
Cn1c(=O)c2cc(NC(=O)NCCc3ccccc3)ccc2n1Cc1cccc(C(F)(F)F)c1
→ 0%	-0.2	-10%	-14%	3%	-1.7	-4	-11%
CC12C=CC(=O)C=C1CCC1C2C(O)CC2(C)C1CCC2(O)C(=O)CO (stereo not drawn)
→ -1%	-0.4	-23%	1%	0%	-3.8	0	3%
CCN1CCN(CCC(=O)Nc2ccc3c(c2)OCO3)CC1
→ -1%[15.6 µM]	0.3	5%	-7%	-1%	-1.1	2	-5%
COC(=O)CNC(=O)COC(=O)/C=C/c1ccccc1[N+](=O)[O-]
→ -1%	0.8	7%	-11%	6%	0.6	0	-1%
CC(=O)Nc1ccccc1NC(=O)c1cccc2ccccc12
→ 7%	2.4	4%	-1%	-2%	-2.0	4	-6%
COc1ccccc1NC(=O)Nc1nc(CC(=O)Nc2cccc(F)c2)cs1
→ 3%	-0.7	6%	-18%	-15%	0.5	5	-3%
COc1cc(-n2cnnn2)ccc1S(=O)(=O)N1CCOCC1
→ 5%	0.6	11%	-1%	-1%	0.2	?	-8%
C(=C\c1ccccc1)/CN1CCN(C(c2ccnc3ccccc23)c2nnnn2-c2ccc3c(c2)OCCO3)CC1 (stereo not drawn)
→ -10%	-0.8	3%	21%	-11%	-2.6	-1	2%
O=C(Cc1ccccc1[N+](=O)[O-])Nc1cccc(S(=O)(=O)NC2=NCCCCC2)c1
→ 7%	0.2	8%	1%	6%	1.2	-7	-11%
Cc1onc(-c2c(Cl)cccc2Cl)c1C(=O)OCC(=O)c1ccccc1
→ 7%	-0.5	-2%	-16%	-5%	-1.7	-3	3%
CC1CCC2(CC1)NC(=O)N(CC(=O)Nc1ccc3c(c1)CCC3)C2=O (stereo not drawn)
→ -4%	2.5	-4%	-5%	-3%	1.2	7	-4%
O=C(NCc1ccccc1)C1C(c2ccccc2)=Nc2ccccc2N1C(=O)c1ccncc1 (stereo not drawn)
→ 6%	0.9	-3%	1%	3%	.	-1	-15%
O=C(CSc1nnc(-c2ccco2)o1)c1ccc([N+](=O)[O-])cc1
→ 5%	-0.5	-15%	-13%	-15%	1.1	-25	-7%
CCC1=NN(C(=O)CCc2ccccc2)C(O)(C(F)(F)F)C1 (stereo not drawn)
→ 6%	-2.9	2%	-1%	-6%	-1.2	.	2%
Clc1ccccc1-c1nnc2sc(-c3ccc(Br)o3)nn12
→ 8%	0.6	10%	-3%	-3%	-0.6	.	-12%
Cc1ccc(C(=O)COC(=O)c2ccco2)cc1C
→ 10%	-0.3	5%	2%	-4%	-2.6	-5	-4%
O=C(NCCCCNC(=O)c1cccnc1)c1cccnc1
→ 0%	0.0	-7%	5%	10%	-5.0	-5	-6%
O=C(C1CC1)N1CCc2cc(S(=O)(=O)N(CCO)Cc3ccccc3)ccc21
→ 5%	-2.6	-5%	-2%	6%[57.1 µM]	0.0	0	-7%
COCCCNC(=S)Nc1cc(C)c(C)cc1C
→ 7%	-0.7	16%	7%	-11%	0.7	3	-8%
CN1CCCN(c2cc(-c3ccc4ccccc4c3)nc3ccnn23)CC1
→ 4%	0.0	4%	0%	-28%	-5.1	-19	-6%
O=C(/C=C/c1ccc(O)cc1)c1c(O)cc(O)cc1O
→ 11%	-2.9	7%	-1%	1%	-0.5	-26	-11%
O=C(CSc1ccc(-c2ccccn2)nn1)Nc1ccc(F)cc1F
→ 4%	-3.8	10%	-14%	-31%	0.2	7	3%
NS(=O)(=O)c1cccc(NC(=O)COC(=O)CCCc2c[nH]c3ccccc23)c1
→ 16%	0.1	3%	?	-2%	-0.6	-1	-1%
CCCN1CCC(NC(=O)Nc2cccc3ccccc23)CC1
→ 4%	0.5	-13%	-17%	2%	0.4	-3	-3%
CCNS(=O)(=O)c1ccc(NC(=S)NCC2CCCO2)cc1 (stereo not drawn)
→ -1%	-2.5	6%	-1%	-1%	2.5	-24	24µM*
CCC1(c2ccccc2)NC(=O)N(CC(=O)N(C)Cc2ccccc2)C1=O (stereo not drawn)
→ -1%	-3.7	4%	7%	-3%	2.2	1	-4%
CCO/N=C(\C)c1c(O)c2ccccc2n(C)c1=O
→ 3%	1.0	2%	0%	-2%	-2.2	-12	-5%
CN(CC(=O)Nc1c(Cl)cccc1Cl)C(=O)CCNS(=O)(=O)c1ccccc1C(F)(F)F
→ 12%	-0.5	-5%	-13%	-5%	2.9	2	-1%
COc1cc2c(-c3ccc4[nH]ccc4c3)c(-c3ccc(C#N)cc3)oc(=O)c2cc1OC
→ 0%	-0.6	9%	-18%	3%	-1.3	-2	-2%
C=CCOC(Cn1ccnc1)c1ccc(Cl)cc1Cl (stereo not drawn)
→ 10%	-0.4	5%	-16%	0%	1.7	-2	-14%
CS/C(N)=N/N=C/c1c(O)ccc2ccccc12
→ 7%	6.3	5%	?	-3%	0.5	2	-14%

Screening results as filed in PubChem BioAssay.

The list is partial; rates above refer to the full screens.
